IL-2 act = IL-2 activation. hit rate 0.065% among 360,000. IL-2 activation reporter assay, cell-based qHTS; stimulated with anti-CD3/CD4/CD28 beads; in transgenic mouse T cells. AID 652025. activation, % (series mostly up to about 46 µM); in the data active means activation above about 50%; inconclusive means mostly about 30% to 49%; further: 0% is about no effect
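Readout is EGFP and DsRed signal by fluorescent plate cytometry after 18 h at 37 degrees C. Transgenic mouse T cells (750/well) received compound for 60 min before bead stimulation (anti-CD3, anti-CD4, anti-CD28); memory T cells served as non-tolerant control.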
A549 tox = A549 cytotoxicity, counter-screen for Nrf2 inhibitors. hit rate 0.16% among 390,000. AID 504648. A549 ARE-Fluc cells, CellTiter-Fluor viability, 18-24 h. Potency, µM (titrated, usually from 46 µM), without a hit: at the highest dose activity change, negative = cytotoxicity, most hits filed as inhibitors; further: potency means the concentration at half of the fitted maximal effect; on the % scale 0 is the no-effect control and ±100 the full control effect
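A549 ARE-Fluc cells in 5% FBS OPTI-MEM, 5000 cells/well, rested 2 h then exposed to compounds in concentration-response for 18-24 h at 37 °C. Viability by CellTiter-Fluor fluorescence (Ex 405/Em 525) after 30 min; luciferase luminescence (BugLite, 15 min, RT) read afterwards.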
TGFb inhibitor = blocks TGF-b signaling | HepG2 CAGA-GFP TGF-b/SMAD3 reporter, GFP fluorescence, 18 h; TGF-beta stimulated, 500 pg/mL final | Potency, µM (series often up to 46.1 µM), for inactives: top-dose activity, negative = inhibition, most hits filed as inhibitors | hit rate 1.2% among 410,000; further: potency means the concentration at half of the fitted maximal effect; on the % scale 0 is the no-effect control and ±100 the full control effect; nearly all actives have a fitted effect of over 65% in size
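HEPG2 CAGA-GFP cells (1000/well, DMEM with 1% FBS) were pre-incubated 2 h at 37 degrees C, given compound by pin tool, then stimulated with TGF-beta at 500 pg/mL final for 18 h before per-cell GFP fluorescence imaging.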
Nrf2 ARE act = activates Nrf2 signaling; AID 624171; hit rate 0.31% among 410,000; AREc32 ARE-luciferase reporter (MCF7-derived line), luminescence, 24 h; Potency, µM (top dose mostly 46.1 µM), without a hit: at the highest dose activation, actives largely listed as activators; further: potency means the concentration at half of the fitted maximal effect; % of control where 0% means no effect; nearly all actives have a fitted effect of over 65% in size
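AREc32 cells carrying an ARE-driven firefly luciferase reporter were seeded at 1000 cells/well in OPTI-MEM with 5% FBS, then exposed to compound for 24 hr at 37 deg C. Luminescence was read with Steady-Glo after 30 min at RT.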
Nrf2 block = inhibitors of Nrf2 signaling; A549 ARE-Fluc reporter, luciferase luminescence, 18-24 h; Potency, µM (doses to about 46 µM), without a hit: at the highest dose activity change, negative = inhibition, most hits filed as inhibitors; hit rate 2.1% among 360,000; further: potency means the concentration at half of the fitted maximal effect; on the % scale 0 is the no-effect control and ±100 the full control effect; nearly all actives have a fitted effect of over 60% in size
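A549 ARE_Fluc cells (5000/well, 5% FBS OPTI-MEM) pre-incubated 2 h, then treated with compounds 18-24 h at 37C/5% CO2 in concentration-response. CellTiter-Fluor viability read first; BugLite luciferase luminescence after 15 min at room temperature gives Nrf2 activity.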
ATXN viability = cell viability loss in ATXN counter-screen. S2 cells (HEK-293 line with an ATXN2-luciferase reporter) viability, CellTiter-Fluor protease fluorescence, 24 h. Potency, µM (titrated, usually from 56.7 µM), most hits filed as cytotoxic. hit rate 0.49% among 400,000; further: potency means the concentration at half of the fitted maximal effect; nearly all actives have a fitted effect of over 40% in size
ATXN2 expr inh = reduces ATXN2 reporter expression in HEK-293 cells. hit rate 0.72% among 360,000. HEK-293 ATXN2-luciferase reporter, luminescence, 24 h. AID 1745845. Potency, µM (titrated, usually from 57 µM), for inactives: at the highest dose activity change, negative = inhibition, hits mostly inhibitors; further: potency means the concentration at half of the fitted maximal effect; on the % scale 0 is the no-effect control and ±100 the full control effect; nearly all actives have a fitted effect of over 55% in size
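ATXN2-luciferase reporter cells (luciferase flanked by upstream and downstream ATXN2 gene portions) were treated 24 h at 37 °C with compounds at up to 57 uM. SteadyGlo luminescence gave expression; GF-AFC fluorescence gave viability.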
EPAC2 agonist = EPAC2 (human) agonism; Q8WZA2; EPAC2 activation, biochemical qHTS; response scale: 100% = 6.5 mM cAMP response; AID 720711; hit rate 0.079% among 360,000; Potency, µM (highest dose often 154 µM), for inactives: top-dose activation, most hits filed as activators; further: potency means the concentration at half of the fitted maximal effect; nearly all actives have a fitted effect of over 50% in size
Target sequence (Q8WZA2 whole entry, looked up): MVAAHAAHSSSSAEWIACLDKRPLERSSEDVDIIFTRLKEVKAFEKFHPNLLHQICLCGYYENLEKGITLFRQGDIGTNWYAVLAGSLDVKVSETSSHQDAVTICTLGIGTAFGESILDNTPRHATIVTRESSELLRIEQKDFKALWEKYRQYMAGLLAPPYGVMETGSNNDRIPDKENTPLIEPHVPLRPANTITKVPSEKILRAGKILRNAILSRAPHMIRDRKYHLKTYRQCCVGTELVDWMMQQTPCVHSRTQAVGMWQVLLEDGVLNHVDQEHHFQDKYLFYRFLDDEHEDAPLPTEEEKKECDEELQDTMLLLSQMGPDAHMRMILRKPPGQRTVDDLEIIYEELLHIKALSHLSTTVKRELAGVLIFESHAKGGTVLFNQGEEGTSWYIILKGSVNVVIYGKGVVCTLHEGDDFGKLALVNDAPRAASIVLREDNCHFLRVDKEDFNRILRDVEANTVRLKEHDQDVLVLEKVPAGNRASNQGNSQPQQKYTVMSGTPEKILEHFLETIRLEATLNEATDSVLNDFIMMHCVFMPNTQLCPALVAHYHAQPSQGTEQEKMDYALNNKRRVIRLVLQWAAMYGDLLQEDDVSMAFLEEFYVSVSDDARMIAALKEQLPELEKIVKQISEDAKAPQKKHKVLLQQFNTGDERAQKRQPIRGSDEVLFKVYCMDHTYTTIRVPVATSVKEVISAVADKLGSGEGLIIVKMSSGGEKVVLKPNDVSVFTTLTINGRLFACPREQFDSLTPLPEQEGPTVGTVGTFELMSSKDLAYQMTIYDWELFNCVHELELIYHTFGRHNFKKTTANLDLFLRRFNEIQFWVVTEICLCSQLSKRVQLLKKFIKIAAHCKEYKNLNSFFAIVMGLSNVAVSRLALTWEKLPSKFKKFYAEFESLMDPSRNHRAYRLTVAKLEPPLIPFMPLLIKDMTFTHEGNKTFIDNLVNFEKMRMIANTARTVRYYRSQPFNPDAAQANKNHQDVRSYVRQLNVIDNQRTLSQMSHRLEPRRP
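Setup: EPAC2 100 nM, labeled Rap1B complex 250 nM, free GDP 50 uM. Compound titrations pinned in, brief spin, 5 min room temperature incubation. Kinetic fluorescence read over 30 min, normalized to 6.5 mM cAMP.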
HepG2 viability = HepG2 cytotoxicity, counter-screen for TGF-b inhibitors; HepG2 CAGA-GFP viability, ATP luminescence, 18 h; Potency, µM (doses to about 46.1 µM), without a hit: top-dose activity change, negative = cytotoxicity, most hits filed as cytotoxic; hit rate 0.76% among 410,000; further: potency means the concentration at half of the fitted maximal effect; some results filed as inactive show a strong effect at the top dose
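HepG2 CAGA-GFP cells (1000/well, DMEM with 1% FBS) received compound, then TGF-beta at 500 pg/mL final, and were incubated 18 hours at 37 degrees C. Viability was read by CellTiter-Glo luminescence. Media-only wells were set as complete cell-killing and DMSO as no toxicity.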
* = called active by the depositor; i = inactive; ? = inconclusive; / = no result given; & = joins results of further samples; [ ] = remark or other dose. Unless noted, the call rests on the fitted dose curve; in most records, active means well fitted curve in the direction sought with a large enough effect; inconclusive means small, poorly fitted or top-dose-only effect, or another doubt; inactive means no such curve, though single readings can be large; an effect the other way counts as inactive or inconclusive.

SMILES | IL-2 act | A549 tox | TGFb inhibitor | Nrf2 ARE act | Nrf2 block | ATXN viability | ATXN2 expr inh | EPAC2 agonist | HepG2 viability
CS(=O)(=O)N(CC(=O)Nc1ccc2c(c1)OCO2)c1ccc2c(c1)OCO2 | -1.7 | 0% | -4% | 0.0% | / | i | 3% | 1% | 2%
Cc1onc(-c2ccccc2)c1C(=O)OCC(=O)c1ccc(F)cc1 | -1.7 | / | 2% | 2.3% | / | i | / | 0% | 4%
Cc1ccc2nc(-c3cc(NC(=O)c4ccc5c(c4)OCCO5)ccc3Cl)oc2c1 | / | 5% | -1% | 7.7% | 21% | i | 14% | / | -22%
COc1ccc(C(=O)N2CCN(S(=O)(=O)c3ccc(C)cc3C)CC2)cc1OC | -1.9 | -3% | 0% | 0.1% | -13% | ? | 0% | 13% | 0%
CS(=O)(=O)c1ccc2nc(NC3(C(F)(F)F)N=C4SCCN4C3=O)sc2c1 (stereo not given) | -3.1 | 3% | 0% | 0.0% | ? | i | 4% | 7% | -4%
O=C1OC(N2C(=O)CC[C@H]2C(=O)Nc2cccc(F)c2)c2ccccc21 (stereo not given in full) | -0.3 | 4% | -1% | -0.2% | 7% | i | -4% | 1% | -7%
COc1ccc(-n2ccnc2SCC(=O)NCc2ccccc2)c(OC)c1 | 4.2 | 0% | -1% | -0.7% | 1% | i | -10% | 12% | -27%
COc1ccc(CCNC(=O)C2CCN(C(=O)c3ccc(Br)cc3)CC2)cc1 | 0.3 | 1% | 10% | 0.0% | 19% | i | -2% | 3% | 0%
COC1=CC(=O)C(OC)=C(OC)C1=O | 0.1 | -6% | ? | -2.5% | 2% | 25µM* | ? | 0% | -112%
CC(C)(C)C(=O)Nc1ccc(-c2cc3cc(Cl)ccc3o2)cc1 | 0.4 | 1% | 11% | 0.5% | ? | i | / | 0% | 8%
Cn1c(NCCCN2CCOCC2)nc2c1c(=O)n(Cc1ccc(Cl)cc1)c(=O)n2C | 5.3 | 10% | 2% | -0.6% | / | i | -7% | 1% | -22%
CN(C)S(=O)(=O)c1ccc(Cl)c(NC(=O)CSc2nc3ccccc3c(=O)n2CCCN2CCOCC2)c1 | -2.4 | -19% | -26% | -0.6% | 0% | i | 7% | 2% | -2%
CCOc1ccc(CNC(=O)CCc2cn(C)c3ccccc23)cc1OC | -4.7 | 2% | 3% | -0.2% | 6% | i | -12% | -2% | 13%
COC(=O)c1[nH]c(C)c(/C(O)=C2\C(=O)C(=O)N(CCN3CCOCC3)C2c2ccco2)c1C (stereo not given) | 0.6 | -7% | -5% | -0.8% | 0% | i | 10% | 9% | 9%
COc1ccc(-c2nc(CCNC(=O)c3cccs3)cs2)cc1OC | / | 0% | -9% | 3.0% | / | / | / | / | -18%
Nc1nc(N)c(-c2cccc(C(F)(F)F)c2)c(Cc2cccc(C(F)(F)F)c2)n1 | -0.5 | 2% | ? | 3.0% | 15µM* | i | ? | -1% | 8.9µM*
COC(=O)C1C(O)=C(C=Nc2cccc3ccccc23)C(=O)CC1(C)C (stereo not given) | -2.2 | -5% | ? | 1.9% | 2% | i | -18% | 9% | -2%
COc1ccc(NC(=O)CN(C)CC(=O)Nc2sc3c(c2C(N)=O)CCC3)cc1 | -0.2 | -10% | -27% | 2.4% | -16% | i | 2% | 3% | -7%
Cc1cc(C(=O)COc2cccc([N+](=O)[O-])c2)c(C)n1C1CC1 | -0.3 | 2% | -16% | 5.4% | -7% | i | / | 11% | -20%
Cc1nn(-c2ccccc2)c(=S)n1-c1ccccc1 | 0.9 | 8% | 0% | 0.1% | / | i | -4% | 2% | -8%
N=C(c1cccc([N+](=O)[O-])c1)N1CCCCC1 | 1.1 | 1% | 0% | -0.7% | -3% | i | 1% | -5% | 0%
Cc1nn(Cc2ccccc2)c(C)c1NC(=O)c1cccs1 | 0.7 | 13% | 14% | 0.4% | -9% | i | -11% | 8% | -10%
COc1ccc(C(=O)NCC(c2ccco2)N2CCOCC2)cc1OC (stereo not given) | 2.7 | 0% | ? | 2.3% | 8% | i | -2% | 2% | -15%
Cc1cc(NCc2ccccc2)nc(N2CCOCC2)n1 | 0.7 | 2% | -23% | 0.3% | 5% | i | 7% | -13% | 0%
COc1cccc(N2CCN(C(=O)C3CCCN(c4ncnc5c4nc4n5CCCCC4)C3)CC2)c1 (stereo not given) | -6.4 | 12% | -7% | 0.4% | 1% | i | -22% | 13% | -4%

Next part, starting with the last 3 of the part before.
SMILES | IL-2 act | A549 tox | TGFb inhibitor | Nrf2 ARE act | Nrf2 block | ATXN viability | ATXN2 expr inh | EPAC2 agonist | HepG2 viability
COc1ccc(C(=O)NCC(c2ccco2)N2CCOCC2)cc1OC (stereo not given) | 2.7 | 0% | ? | 2.3% | 8% | i | -2% | 2% | -15%
Cc1cc(NCc2ccccc2)nc(N2CCOCC2)n1 | 0.7 | 2% | -23% | 0.3% | 5% | i | 7% | -13% | 0%
COc1cccc(N2CCN(C(=O)C3CCCN(c4ncnc5c4nc4n5CCCCC4)C3)CC2)c1 (stereo not given) | -6.4 | 12% | -7% | 0.4% | 1% | i | -22% | 13% | -4%
O=C(COC(=O)CNC(=O)C1CCCCC1)Nc1cc(C(F)(F)F)ccc1Cl | 0.8 | -3%&1% | -4% | 0.6% | -2%&-4% | i | -13% | -1% | -10%
CCC(=O)Nc1ccc(C(=O)CSc2nnc(-c3ccc(NS(C)(=O)=O)cc3)n2C)cc1OC | 0.1 | -2% | -5% | 0.2% | -3% | i | 1% | 0% | -6%
COc1cccc(CNc2cc(CSc3ccc(Cl)cc3)nc(C)n2)c1 | -0.1 | 0% | ? | 3.6% | / | i | -5% | 22% | -24%
O=C(CCl)N=c1sccn1Cc1ccc(Cl)cc1Cl | -0.6 | -2% | ? | -2.6% | -3% | ? | -35% | 11% | 13µM*
COc1ccc2[nH]cc(S(=O)(=O)c3ccc(C(C)C)cc3)c(=O)c2c1 | -0.3 | 5% | -4% | -0.9% | -2% | i | -7% | 1% | 0%
FC(F)(F)C12CC(c3ccccc3)=NCCN1CCN2 (stereo not given) | -1.6 | 4% | -5% | -0.6% | 5% | i | -7% | 10% | -19%
COCCn1c(=NC(=O)CCS(=O)(=O)c2ccccc2)sc2c(OC)ccc(OC)c21 | 0.0 | -14% | -31% | 7.1% | ? | ? | -8% | 22% | 0%
COCCNC(=O)CSCc1c(F)cccc1Cl | -1.5 | 8% | 25% | 0.3% | 5% | i | 6% | -2% | 0%
CS(=O)(=O)Nc1ccc(C(=O)NCCSCc2c(F)cccc2Cl)cc1 | 0.7 | -8% | 1% | 3.2% | ? | i | -13%[11.3 µM] | 0% | 8%
Cc1cnc(C)c(N2CCC(C(=O)NC(C)c3cccs3)CC2)n1 (stereo not given) | -2.1 | -5% | 14% | 0.1% | 2% | i | -1% | -4% | 0%
COc1ccc(/C=C2\C(=O)NC(=S)N2C(=O)c2ccc(C)cc2)cc1 | 0.0 | ? | -17% | 3.3% | -7% | i | -2% | 13% | -29%
CN(CC(=O)Nc1ccc(F)cc1)C(=O)Cn1cnc2ccc(Cl)cc2c1=O | -0.1 | -4% | -1% | -0.2% | -10% | i | -21% | 2% | -1%
Cc1ccc(Cc2cnc(NC(=O)c3ccco3)s2)cc1 | 0.8 | 1% | ? | 6.5% | ? | i | 11% | 23% | -47%
C=CC[C@H](CC(=O)N(CCO)Cc1ccccc1)C(=O)N[C@H](COC(=O)[C@@H](CC=C)Cc1ccc(F)cc1)Cc1ccccc1 | 3.6 | ? | ? | -4.5% | ? | / | ? | 4% | 1%
CCOC(=O)C1=C(CSc2nc3ccccc3s2)NC(=O)NC1c1ccc(OC)cc1 (stereo not given) | -2.7 | ? | ? | 0.2% | 5.8µM* | ? | ? | 21% | -53%
Cc1cc(OC(C)C(=O)N2CCN(c3ccccc3)CC2)c2c(C)c(C)c(=O)oc2c1 (stereo not given) | 0.3 | -5% | -3% | -0.6% | -17% | i | / | 10% | -6%
CCC1CCCCN1C(=O)CSc1nnc(-c2ccc(OC)cc2)o1 (stereo not given) | -1.2 | 4% | -12% | 0.3% | -13% | ? | -21% | 8% | -12%
Nc1ccc(NC(=O)Nc2ccc(N)cc2)cc1 | 0.7 | 0% | 8% | 0.7% | 22% | i | / | 4% | -22%
Fc1ccccc1NC(=S)N1CCN(c2ccccn2)CC1 | 0.0 | 1% | -18% | -0.6% | -4% | i | 3% | -4% | 16%
O=C(COC(=O)CNC(=O)c1ccccc1)NC1CCCCC1 | 0.0 | 6% | 11% | -0.7% | 17% | i | -2% | -3% | 4%
Cc1ccc(C)c(S(=O)(=O)N2CCN(CC(=O)Nc3ccc4c(c3)CCC4)CC2)c1 | -3.3 | -1% | ? | -0.2% | -9% | i | -25% | 6% | -1%
CCn1cc(C(=O)NCCC(=O)NC(C)C)c(=O)c2cc3c(cc21)OCO3 | 1.5 | 3% | 0% | -0.6% | 15% | i | 7% | -1% | 9%
Cc1ccc(SCCN2CCN(Cc3ccccc3)CC2)cc1 | 1.0 | 19% | ? | -0.3% | 10% | i | -18% | 19% | -21%
O=C(OC1CCN(c2ncc(C(F)(F)F)cc2Cl)CC1)c1cccc(C(F)(F)F)c1 | -2.3 | -4% | -1% | -0.8% | -5% | i | -14% | 13% | -8%
CC(=O)c1ccc(N2CCN(CC3CCCCC3)CC2)cc1 | 1.0 | 1% | -12% | 0.7% | 10% | i | -3% | 0% | 2%
COc1ccc(S(N)(=O)=O)cc1C(=O)NCC(C)(C)N1CCCCC1 | -1.6 | 3% | 12% | 0.4% | -4% | i | -9% | 8% | -27%
